# TRPV1 ag = HTS Assay for Compounds that Act as Agonists of the Vanilloid Receptor 1; Transient receptor potential cation channel subfamily V member 1 (Homo sapiens), Q8NER1; TRPV1-expressing cells, Fluo-8 calcium influx, agonist mode; activation, % at 8.33 µM; 320,000 compounds, 0.19% hits; AID 540275, 2011; in the data active = activation above about 80%; inconclusive = between about 30% and that limit; also: 0% is about no effect
#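 TRPV1-expressing cells were cultured overnight at 35.5C and loaded with Fluo-8 calcium dye for 40 to 90 min at room temperature. After a 10 s baseline, compound was added and calcium influx was read kinetically for 3 min (ex 480/em 520 nm).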
# KCNH2 3.1 inh = qHTS for Inhibitors of KCHN2 3.1: Mutant qHTS. activity change, % (tested at about 1.8 µM). AID 720553, 2013. Potassium voltage-gated channel subfamily H member 2, brain isoform KCNH2 3.1 (human). U2OS KCNH2 3.1, thallium flux FluxOr; active compounds read low. 340,000 compounds, 0.95% hits;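 active = maximum activity change below -70%; inconclusive = maximum activity change from -70% to -50%; inactive = maximum activity change above -50%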;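 also: thallium influx rate constant from kinetic fluorescence after stimulation buffer; % is scaled to controls: 0 for no effect and ±100 for the full control effect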
#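 Normalized rate constant (relative to positive and negative DMSO controls) derived from a 2 min kinetic fluorescence read after stimulation; U2OS cells expressing the 3.1 isoform via virus at 1.77 x 10^8 /mL.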
# GALK inh = qHTS Assay for Inhibitors of Human Galactokinase (GALK) | 270,000 compounds, 0.007% hits | P51570 | Potency, µM (top dose mostly 57.5 µM), for inactives: top-dose activity change, negative = inhibition, most hits filed as inhibitors | AID 1868, 2009 | Purified GALK, Kinase-Glo residual ATP luminescence; also: potency is read from the fitted curve at half-maximal effect; % is scaled to controls: 0 for no effect and ±100 for the full control effect
# Target sequence (P51570 whole entry, looked up): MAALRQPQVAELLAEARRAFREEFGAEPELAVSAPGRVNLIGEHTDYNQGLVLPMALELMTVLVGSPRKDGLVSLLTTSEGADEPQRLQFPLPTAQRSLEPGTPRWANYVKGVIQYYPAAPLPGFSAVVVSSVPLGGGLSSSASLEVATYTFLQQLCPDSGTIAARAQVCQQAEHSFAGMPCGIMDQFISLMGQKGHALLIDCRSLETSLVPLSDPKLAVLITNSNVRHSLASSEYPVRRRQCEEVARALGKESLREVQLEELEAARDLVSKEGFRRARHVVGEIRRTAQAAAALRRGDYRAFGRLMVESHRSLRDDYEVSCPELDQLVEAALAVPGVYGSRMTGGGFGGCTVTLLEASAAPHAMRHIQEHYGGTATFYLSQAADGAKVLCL
#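 Quantitative HTS: GALK 5 nM, ATP 35 uM, galactose 100 uM, 1 h room temperature, then luciferase-based ATP detection.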
# MLL CXXC-DNA inh = qHTS Fluorescence Polarization Assay for Inhibitors of MLL CXXC domain - DNA interaction; Potency, µM (titrated, usually from 115 µM), for the others: at the top dose activity change, negative = inhibition, actives largely listed as inhibitors; 290,000 compounds, 0.037% hits; AID 2662, 2010; Histone-lysine N-methyltransferase 2A (Homo sapiens), Q03164; MLL-CXXC / FITC-HOXA9 DNA fluorescence polarization; active = well fitted inhibition curve with a large enough effect in the polarisation, with a control signal flat, not every such curve was filed as active; inconclusive = small, poorly fitted or top-dose-only effect, or effect the other way, or a change in a side signal; inactive = no such curve, though single readings can be large or run the other way; the % refers to the polarisation; also: potency is read from the fitted curve at half-maximal effect
#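 Steps: dispense CXXC domain solution (7 uM) → pin compounds or unlabeled HOX-A9 DNA control → 5 min ambient → add FLSN-HOX-A9 solution (50 nM) → spin → 30 min ambient → fluorescence polarization. Tris pH 7.5/NaCl/DTT/BSA buffer.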
# Menin-MLL TR inh = qHTS Assay for Inhibitors Targeting the Menin-MLL Interaction in MLL Related Leukemias: Competition With Texas Red Labeled MLL-derived Mutant Peptide; Potency, µM (top dose mostly 61.6 µM), for the others: at the highest dose FP activity change, negative = inhibition, hits mostly inhibitors; O00255; Menin + Texas Red MLL mutant peptide, fluorescence polarization; 270,000 compounds, 0.23% hits; active = well fitted inhibition curve with a large enough effect in the polarisation, with a control signal flat, not every such curve was filed as active; inconclusive = small, poorly fitted or top-dose-only effect, or effect the other way, or a change in a side signal; inactive = no such curve, though single readings can be large or run the other way; the % refers to the polarisation; also: potency is read from the fitted curve at half-maximal effect; % of control where 0% means no effect; many of its hits are not listed in these tables
# Target sequence (O00255 whole entry, looked up): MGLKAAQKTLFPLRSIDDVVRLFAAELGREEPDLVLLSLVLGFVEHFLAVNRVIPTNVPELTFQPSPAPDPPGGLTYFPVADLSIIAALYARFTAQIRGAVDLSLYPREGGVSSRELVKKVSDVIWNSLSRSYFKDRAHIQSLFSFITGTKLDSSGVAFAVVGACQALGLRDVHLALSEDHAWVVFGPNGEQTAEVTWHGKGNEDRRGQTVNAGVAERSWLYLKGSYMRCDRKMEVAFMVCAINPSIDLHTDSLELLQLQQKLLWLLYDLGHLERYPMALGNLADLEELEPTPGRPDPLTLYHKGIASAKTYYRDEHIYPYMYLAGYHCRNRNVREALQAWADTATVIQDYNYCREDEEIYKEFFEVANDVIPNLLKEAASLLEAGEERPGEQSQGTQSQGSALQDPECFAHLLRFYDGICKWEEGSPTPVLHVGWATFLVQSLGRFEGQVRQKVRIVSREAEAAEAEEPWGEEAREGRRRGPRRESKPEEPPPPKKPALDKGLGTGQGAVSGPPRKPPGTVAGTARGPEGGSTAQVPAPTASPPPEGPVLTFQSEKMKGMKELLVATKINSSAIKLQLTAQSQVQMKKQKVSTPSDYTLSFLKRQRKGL
# hERG WT inh = qHTS for Inhibitors of KCHN2 3.1: Wildtype qHTS; Voltage-gated inwardly rectifying potassium channel KCNH2 (Homo sapiens), Q12809; U2OS, BacMam KCNH2, thallium flux FluxOr; active compounds read low; activity change, % at 1.84 µM; 340,000 compounds, 0.37% hits;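 active = maximum activity change below -70%; inconclusive = maximum activity change between -70% and -50%; inactive = maximum activity change above -50%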; also: % is scaled to controls: 0 for no effect and ±100 for the full control effect
#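 U2OS cells were transduced with wild-type KCNH2 virus (2.03 x 10^8 / mL) for 4 h at room temperature, then cultured overnight at 37 C. Thallium flux was read with FluxOr dye. Rate constants were normalized to DMSO controls.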
# PKM2 act = qHTS Assay for Activators of Human Muscle isoform 2 Pyruvate Kinase | Pyruvate kinase PKM (Homo sapiens), P14618 | purified PKM2, Kinase-Glo ATP luminescence, activation; response scale: 0% is enzyme alone, no compound | Potency, µM (top dose mostly 57.5 µM), inactives show at the highest dose activation, most hits filed as activators | 260,000 compounds, 0.34% hits | AID 1631, 2009; also: potency is read from the fitted curve at half-maximal effect; % is scaled to controls: 0 for no effect and ±100 for the full control effect; nearly all actives have a fitted effect of over 55% in size
#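 Purified hPK-M2 (>95%) run at intermediate activity with 0.1 mM ADP and 0.5 mM PEP in 50 mM imidazole pH 7.2, KCl, MgCl2; 1 h room temperature. ATP formed read by Kinase-Glo luminescence; normalized to uninhibited and no-enzyme controls.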
# USP2a block = qHTS Assay for Inhibitors of Ubiquitin-specific Protease USP2a Using CHOP2 as the Reporter | USP2 core, Ub-CHOP2 coupled fluorogenic reporter, 485/531 | Potency, µM (series often up to 38.3 µM), without a hit: at the top dose activity change, negative = inhibition, actives largely listed as inhibitors | 330,000 compounds, 0.01% hits | AID 463254, 2010;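 also: potency is read from the fitted curve at half-maximal effect; plate controls were DMSO wells for no effect and full inhibition by NEM control for full effect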
#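 Deubiquitinase activity read as fluorescence (485/531 nm) after Ub-CHOP2 cleavage activates the enterokinase reporter on its substrate; USP2 core 10nM, Ub-CHOP2 and substrate 25nM each, 30min compound preincubation then 60min RT; data normalized to NEM, curves fitted.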
# B2AR arrestin = qHTS assay of beta-arrestin-biased ligands of beta2-adrenergic receptor; beta-arrestin recruitment to beta2AR, cell-based reporter; Potency, µM (titrated, usually from 46.1 µM), inactives show at the top dose activation, most hits filed as activators; 330,000 compounds, 0.02% hits;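 also: potency is read from the fitted curve at half-maximal effect; 0% = DMSO controls and full agonism = EC100 isoproterenol or metaproterenol; nearly all actives have a fitted effect of over 65% in size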
# Giardia killer = Small Molecules that selectively kill Giardia lamblia: qHTS; Giardia lamblia trophozoite viability; activity change, % at 7.66 µM, hits read low; 340,000 compounds, 0.15% hits; in the data active = activity change below about -80%; inconclusive = between about -30% and that limit;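 also: parasites exposed to compound for two days anaerobically before the ATP read; % is scaled to controls: 0 for no effect and ±100 for the full control effect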
#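 Luminescent ATP signal served as the viability read-out, measured 15-30 min after adding ATP detection reagent to trophozoites that had been incubated with compounds for 48 hrs at 37 deg C anaerobically at 100 cells/well.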
# Coupling enz = qHTS Assay for Inhibitors of Fructose-1,6-bisphosphate Aldolase from Giardia Lamblia: Coupling assay counterscreen | coupling enzyme system counterscreen, AmpLite Red fluorescence | activity change, negative = inhibition, % at 58.2 µM, hits read low | 290,000 compounds, 0.67% hits; in the data active = activity change below about -30%; also: % is scaled to controls: 0 for no effect and ±100 for the full control effect
#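 Fluorescence at 525 nm excitation and 598 nm emission measured inhibition of the coupled detection system without aldolase. Compounds (at 57.5 uM final) were preincubated 10 min at room temperature with coupling enzyme reagent before a 20 min substrate/AmpLite Red step.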
# * marks the source's active call; other numbers are inactive results; ? = inconclusive; / = no result given; & = joins results of further samples; ! = not active in a repeat; [ ] = remark or other dose. Unless noted, calls follow the shape of the dose curve; as a rule, active = well fitted curve in the direction sought with a large enough effect; inconclusive = small, poorly fitted or top-dose-only effect, or another doubt; inactive = no such curve, though single readings can be large; an effect the other way counts as inactive or inconclusive. Some of the compounds tested; rates above refer to the full screens.
no. | Structure | TRPV1 ag | KCNH2 3.1 inh | GALK inh | MLL CXXC-DNA inh | Menin-MLL TR inh | hERG WT inh
1 | C/C=C/C(=O)N(CC)c1ccccc1C | -3 | 10 | -2% | 1% | -2%&-10% | -2
2 | CCCCNc1ccc(C(=O)OCCN(C)C)cc1 | 1 | -1 | 0% | 3% | 2% | 20
3 | COc1ccc(-c2cc(=O)c3c(O)cc(O[C@@H]4O[C@H](CO[C@@H]5O[C@@H](C)[C@H](O)[C@@H](O)[C@H]5O)[C@@H](O)[C@H](O)[C@H]4O)cc3o2)cc1O | 1 | -8 | / | 42%[activator] | ? | -4
4 | Nc1nc(O)c(N=Nc2ccc(S(N)(=O)=O)cc2)c(=O)[nH]1 | -3 | 2 | / | 38%[activator] | ? | 12
5 | Cc1c(C(=O)O)c(O)cc2c1C(=O)c1c(O)c([C@@H]3O[C@H](CO)[C@@H](O)[C@H](O)[C@H]3O)c(O)c(O)c1C2=O | / | -27 | / | / | / | 4
6 | CCN(CC)CCOC(=O)c1ccc(N)cc1 | 1 | 10 | / | -4% | 0% | 5
7 | COc1ccc(C2CNC(=O)C2)cc1OC1CCCC1 (configuration not stated) | 1&1&21 | -9 | -2%&1%&-1% | ? | 3%&12%&24%&-7%&1%&0% | -7
8 | C=CC[n+]1ccc(/C=C2\C=Cc3cc(C)ccc3N2CC)c2ccccc21 | -1 | -115* | 10% | ? | ? | 0
9 | COc1ccccc1N1CCN(CCCN=C2CC(=O)N(C)C(=O)N2C)CC1 | / | -1 | / | / | / | 6
10 | COc1ccc(-c2cc(=O)c3c(O)cc(OC4OC(COC5OC(C)C(O)C(O)C5O)C(O)C(O)C4O)cc3o2)cc1O (configuration not stated) | 13 | -2 | / | / | / | -4

no. | PKM2 act | USP2a block | B2AR arrestin | Giardia killer | Coupling enz
1 | -3% | -1%&5% | -1.2%&-0.1% | -4 | -2&1
2 | -2% | -2% | -1.1% | 8 | -2&3&1
3 | 1% | 2% | -0.1% | 15 | -3
4 | / | 1% | -0.1% | -1 | -1
5 | / | -1% | -0.1% | 1 | /
6 | -3% | 0% | 0.1% | -30 | 0&-1&0
7 | 0%&-3%&-14% | 0%&0%&-3% | -0.8%&-0.5%&-0.3% | -10 | 1&0&-1&5&1
8 | -37% | 1% | 0.3% | 23 | -18
9 | / | -9% | 0.5% | -12 | /
10 | / | 0% | -0.1% | -8 | /

# (further entries)
no. | Structure | TRPV1 ag | KCNH2 3.1 inh | GALK inh | MLL CXXC-DNA inh | Menin-MLL TR inh | hERG WT inh
11 | CCCc1nc(C(C)(C)O)c(C(=O)O)n1Cc1ccc(-c2ccccc2-c2nn[nH]n2)cc1 | -1 | / | 0% | -1% | 5% | /
12 | COc1cc(-c2oc3cc(O)cc(O)c3c(=O)c2O[C@@H]2O[C@H](COC3O[C@@H](C)[C@H](O)[C@@H](O)[C@H]3O)[C@@H](O)[C@H](O)[C@H]2O)ccc1O (some centres not stated) | / | -49 | / | / | / | -1
13 | COc1cc2ncnc(Nc3cccc(Cl)c3)c2cc1OC | 22 | / | 0% | 4%&7% | 35%[activator] | /
14 | C/C=C(/C)C(=O)OC(C)(C)[C@@H]1Cc2c(ccc3ccc(=O)oc23)O1 | -1 | -23 | / | -5% | -16% | -27
15 | Cc1cncn1CCc1nc2c3ccccc3nc(SCC(=O)Nc3cccc(Cl)c3)n2n1 | 3 | ? | / | 23% | 2% | -21
16 | N[C@@H](Cc1c[nH]c2ccc(O)cc12)C(=O)O | -1 | -10 | / | 34%&2%[activator] | 1%&-2% | -10
17 | CCC(NC(C)C)C(O)c1ccc(O)c2[nH]c(=O)ccc12 (configuration not stated) | 0 | 0 | / | -6% | -8% | -1
18 | Cc1cccc2c1NC(=O)C2(c1ccc(O)cc1)c1ccc(O)cc1 | 0 | 3 | 1% | 2% | 9% | -5
19 | CC(C)=CCOc1c2ccoc2cc2oc(=O)ccc12 | 8 | 11 | / | 6% | -9% | 5
20 | CC1Cc2ccccc2N1NC(=O)c1ccc(Cl)c(S(N)(=O)=O)c1 (configuration not stated) | 1 | 9 | -2% | 20% | -1%&1% | 5

no. | PKM2 act | USP2a block | B2AR arrestin | Giardia killer | Coupling enz
11 | 2% | 8% | -0.2% | / | 7
12 | / | 1% | -1.2% | 1 | /
13 | 2% | 9% | -0.2% | / | 0&-29
14 | 5% | -2% | -1.1% | -8 | -2
15 | ? | -16% | -0.1% | 4 | 0
16 | / | 1% | 0.2% | 27 | /
17 | 1% | 0% | 0.18µM* | 17 | -3
18 | 0% | -1% | 0.5% | -22 | 2
19 | 1% | 2% | -0.4% | -4 | 0
20 | -4% | 1% | -1.5% | 10 | 1&4

# (listing goes on)
no. | Structure | TRPV1 ag | KCNH2 3.1 inh | GALK inh | MLL CXXC-DNA inh | Menin-MLL TR inh | hERG WT inh
21 | CN1CCCN=C1COC(=O)C(O)(c1ccccc1)C1CCCCC1 (configuration not stated) | -7 | -14 | -1% | 10%&6% | -16%&-14% | 18
22 | CC(=O)Nc1ccc(CC(=O)O)cc1 | -3 | -6 | -3% | 0%&2% | 10%&10% | -5
23 | NOCC(=O)O | -1 | -4 | / | 24% | 4% | 3
24 | CC1(C)O[C@H]2CC(=O)OC[C@@]23C1CC(=O)[C@]1(C)C3CC[C@@]2(C)[C@H](c3ccoc3)OC(=O)[C@H]3O[C@]321 (some centres not stated) | 1 | 4 | / | / | / | 5
25 | Oc1ccc2c(c1)OCC1(O)Cc3cc(O)c(O)cc3C21 (configuration not stated) | / | -2 | / | / | ? | -9
26 | C[N+]1(C)CCC(=C(c2ccccc2)c2ccccc2)CC1 | -2 | 5 | / | 3%[51.4 µM] | -2%[24.8 µM] | 2
27 | C1COC(NC(C2CC2)C2CC2)=N1 | 2 | -8 | -2% | 10%&-3% | -7% | -4
28 | O=c1oc2c(O)c(O)cc3c(=O)oc4c(O)c(O)cc1c4c23 | 0 | 11 | / | ? | / | -6
29 | Cc1ccc(=O)n(-c2ccccc2)c1 | / | 21 | / | -1% | 0% | -7

no. | PKM2 act | USP2a block | B2AR arrestin | Giardia killer | Coupling enz
21 | -17% | 1% | 0.1% | -12 | 1&0
22 | -1% | 9% | -0.7% | 11 | 4
23 | / | 3% | 0.2% | -7 | /
24 | / | 0% | -0.4% | -13 | /
25 | / | / | / | -8 | -21
26 | / | 2% | -0.2% | -1 | 3
27 | 1% | 3% | -0.9% | 30[activator] | 2&4&3
28 | 10% | 1.1µM* | -0.9% | 11 | -79*!
29 | / | / | / | 12 | 3

# Among those listed so far, these have a COOH group.
no. | Structure | TRPV1 ag | KCNH2 3.1 inh | GALK inh | MLL CXXC-DNA inh | Menin-MLL TR inh | hERG WT inh
5 | Cc1c(C(=O)O)c(O)cc2c1C(=O)c1c(O)c([C@@H]3O[C@H](CO)[C@@H](O)[C@H](O)[C@H]3O)c(O)c(O)c1C2=O | / | -27 | / | / | / | 4
11 | CCCc1nc(C(C)(C)O)c(C(=O)O)n1Cc1ccc(-c2ccccc2-c2nn[nH]n2)cc1 | -1 | / | 0% | -1% | 5% | /
16 | N[C@@H](Cc1c[nH]c2ccc(O)cc12)C(=O)O | -1 | -10 | / | 34%&2%[activator] | 1%&-2% | -10
22 | CC(=O)Nc1ccc(CC(=O)O)cc1 | -3 | -6 | -3% | 0%&2% | 10%&10% | -5
23 | NOCC(=O)O | -1 | -4 | / | 24% | 4% | 3

no. | PKM2 act | USP2a block | B2AR arrestin | Giardia killer | Coupling enz
5 | / | -1% | -0.1% | 1 | /
11 | 2% | 8% | -0.2% | / | 7
16 | / | 1% | 0.2% | 27 | /
22 | -1% | 9% | -0.7% | 11 | 4
23 | / | 3% | 0.2% | -7 | /

# Compound activity as filed in PubChem.
